Screens deposited in PubChem BioAssay by several laboratories.
Kir21 block – inhibitors of mouse Kir2.1 inward-rectifier potassium channel | AID 1672, 2009 | HEK293-Kir2.1, FluxOR thallium flux fluorescence; hits give low values | B-score at 10 µM | 310,000 compounds, 0.85% hits;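 active means fluorescence ratio B-score at or below minus 3 SD of library scores, with starting-brightness B-score within 2 SD, cut at about -4.2 in these data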;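 further: channel flux triggered by added potassium and thallium sulfate stimulus; B-score of peak minus minimum fluorescence over baseline after thallium stimulus; more negative B-score means stronger Kir2.1 block with less thallium influx; some compounds called inactive have numbers as strong as hits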
Target sequence (P35561 whole entry, looked up): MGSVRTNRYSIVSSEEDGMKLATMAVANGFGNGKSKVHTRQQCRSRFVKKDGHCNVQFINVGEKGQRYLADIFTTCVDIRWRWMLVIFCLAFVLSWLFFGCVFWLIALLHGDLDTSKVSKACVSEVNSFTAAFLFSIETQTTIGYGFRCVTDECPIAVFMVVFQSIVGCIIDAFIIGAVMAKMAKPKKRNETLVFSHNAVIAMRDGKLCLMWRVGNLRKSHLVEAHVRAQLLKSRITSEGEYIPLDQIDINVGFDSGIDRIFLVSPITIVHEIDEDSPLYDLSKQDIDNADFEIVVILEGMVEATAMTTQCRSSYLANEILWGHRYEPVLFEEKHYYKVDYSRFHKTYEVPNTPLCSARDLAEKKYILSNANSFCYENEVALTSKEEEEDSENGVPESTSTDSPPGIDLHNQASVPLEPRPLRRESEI
STK33 inh – inhibitors of purified STK33 kinase, primary screen, biochemical, ADP-Glo luminescence, homogeneous, cell-free; MBP phosphorylation; 320,000 compounds, 0.073% hits; AID 2661, 2010; inhibition, % at 10 µM;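 active means inhibition at or above 25%, using the most active replicate where run in duplicate; inactive means inhibition below 25%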
Target sequence (Q9BYT3 whole entry, looked up): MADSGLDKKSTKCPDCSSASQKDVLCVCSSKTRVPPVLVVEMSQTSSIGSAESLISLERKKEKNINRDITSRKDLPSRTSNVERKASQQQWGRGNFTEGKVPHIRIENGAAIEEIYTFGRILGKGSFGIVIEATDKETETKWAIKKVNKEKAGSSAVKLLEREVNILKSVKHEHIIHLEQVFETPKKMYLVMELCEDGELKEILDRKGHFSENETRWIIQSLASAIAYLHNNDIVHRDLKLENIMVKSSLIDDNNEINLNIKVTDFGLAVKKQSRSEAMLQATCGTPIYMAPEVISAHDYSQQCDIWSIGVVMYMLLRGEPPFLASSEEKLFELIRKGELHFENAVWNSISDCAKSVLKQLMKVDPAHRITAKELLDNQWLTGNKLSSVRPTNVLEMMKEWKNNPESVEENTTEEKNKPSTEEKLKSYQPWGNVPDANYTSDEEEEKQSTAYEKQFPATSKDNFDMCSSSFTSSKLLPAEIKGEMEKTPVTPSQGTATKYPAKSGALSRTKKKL
The depositor's hits bear a star; . = not tested or not shown. Compounds as they come; overall some 0.84% were active at least once.

Kir21 block,STK33 inh,SMILES
1.17,-0.6,COC(=O)c1sccc1N/C=C(\C#N)S(=O)(=O)C(C)(C)C
-8.72,-1.7,Cc1cc(Br)ccc1OCCCCN1CCC(C)CC1
0.23,-3.1,Cc1cc(C)c(NC(=O)CSc2nnc(CNC(=O)c3c(F)cccc3Cl)o2)c(C)c1
0.01,-1.3,Cc1ccc(CNC(=O)N2CCN(C)CC2)cc1
-0.75,-0.2,O=C(OC1CCOC1=O)c1cc(-c2ccc(Cl)cc2)nc2ccccc12 (stereo not drawn)
-1.93,1.6,CCOC(=O)c1cc(NC(=O)CNCC(c2ccccc2)N(C)C)cc(C(=O)OCC)c1 (stereo not drawn)
-1.24,-0.6,Cn1c(CN2CCOCC2)nnc1SCc1ccc(C#N)cc1
0.89,0.2,O=C(N/N=C/c1ccc2cccc(OCc3ccccc3)c2n1)c1ccc(Cl)cc1
-3.05,-0.1,CC(=O)c1ccc(NC(=O)/C(=C\c2ccccc2)NC(=O)/C=C/c2ccccc2)cc1
2.33,-0.1,CCCC(=O)Nc1ccc(C(=O)Nc2nnc(COC)s2)cc1
0.24,10.4,CCOc1ccc(C(=O)NC(=S)Nc2ccc(NC(=O)c3ccco3)cc2)cc1[N+](=O)[O-]
1.93,-2.2,COc1ccc(-c2nnc(NC(=O)c3ccc(S(=O)(=O)N4CCCc5ccccc54)cc3)o2)cc1
1.26,-0.7,CCOC(=O)c1cnc(-n2nc(C)cc2C)nc1Nc1cccc(C(=O)O)c1
-1.46,-2.2,O=C(NC1=NCCS1)c1ccc(Cl)s1
0.7,-1.2,COC(=O)c1ccccc1NC(=O)CN1CCCCC1
-0.21,-1.1,CN1CCC(OC(=O)c2cc3cc(Br)ccc3oc2=O)CC1
2.29,-1.9,CCOc1nc(OCC)nc(N2CCC(C)CC2)n1
-0.01,-0.6,C/C=N/NC(=O)CCNC(=O)c1ccccc1
1.14,1.2,COC/C=C/C1=CC2=CC(=O)C(C)(OC(=O)c3cnc4ccccc4n3)C(=O)C2=CN1C1CC1 (stereo not drawn)
0.63,-0.9,Cc1ccc(Nc2c(F)c(F)c(F)c(F)c2C(=O)O)cc1
.,-1.5,COc1cc(-c2ccc3sc(-c4ccsc4)c(C#CCO)c3c2)cc(OC)c1OC
-0.4,-0.4,COC(=O)[C@H](C)NC(=O)Nc1ccc(OC)cc1OC
-0.21,-2.6,COCCN1C2=C(C(=O)CC(C)(C)C2)C(c2ccc(OC)c(OC)c2)C2=C1CC(C)(C)CC2=O
1.06,-1.7,CC(=O)c1c(N2CCOCC2)nc(=S)n(-c2ccc([N+](=O)[O-])cc2)c1C
-0.42,0.1,COc1ccc(Nc2cc(C(=O)NCCCN3CCN(C)CC3)c3ccccc3n2)c(OC)c1
-0.9,-2.3,COC(=O)CN1C(=O)N/C(=C/c2cc(OC)c(OC)cc2C)C1=O
0.68,-1.2,Cc1ccc(-n2c(=S)[nH]c3c(oc4ccccc43)c2=O)cc1
0.03,-1.2,Cc1ccc(/C=N/Nc2cccc(C(=O)O)c2)s1
-0.13,-1.4,CCOC(=O)CSc1ccc2nnc(CCNS(=O)(=O)c3ccc(C)cc3)n2n1
.,0.8,CSc1ccc(/C=C/C(=O)OCC(=O)NC2CCS(=O)(=O)C2)cc1 (stereo not drawn)
-0.29,-0.2,O=C(NC1CC1)C1CCN(S(=O)(=O)c2ccc(Cl)cc2)CC1
2.35,-0.4,Clc1ccccc1OCCCn1ccnc1
.,0.1,CCCC(C(=O)NNC(=O)c1cc(C)oc1C)c1ccccc1 (stereo not drawn)
-0.19,2.4,CC(C)C(=O)Nc1nc2cc3c(cc2s1)OCO3
-0.67,-1.5,CCC1CCCCN1CCCNC(=O)c1cn(CC)c2ccc(S(=O)(=O)N3CCc4ccccc4C3)cc2c1=O (stereo not drawn)
-0.12,0.0,Cc1ccc(S(=O)(=O)Nc2cc(-c3ccccc3)nn2C)cc1Cl
0.33,0.3,CC(C)c1ccc(NC(=O)c2cc(S(=O)(=O)NCC3COc4ccccc4O3)ccc2F)cc1 (stereo not drawn)
.,0.1,Cc1ccc2nc(C)cc(C(=O)NC3CCCCCC3)c2c1
1.34,-0.6,O=C(O)c1ccc(S(=O)(=O)N2CCC3(CC2)CC(=O)c2ccccc2O3)cc1
-0.35,-0.3,CCOCCN(C(=O)c1ccccc1Cl)c1ccccc1
1.1,-0.1,CCN(CC(=O)Nc1c(F)cccc1F)C(=O)COc1ccc2c(C)cc(=O)oc2c1
-0.64,.,Nc1nccnc1C(=O)OCC(=O)N1CCN(S(=O)(=O)c2ccc(Cl)cc2)CC1
-0.02,-2.3,CCOC(=O)c1c(C)[nH]c(C)c1S(=O)(=O)NCC(=O)Nc1ccccn1
-0.57,0.4,CC1=CC(C)(C)N2C(=O)C3(C(C#N)=C(N)OC4=C3C(=O)CCC4)c3c(C)c(C)cc1c32 (stereo not drawn)
-0.43,1.3,O=C(NCCc1ccncc1)C12CC3CC(CC(C3)C1)C2
0.68,-0.4,CC1=C(C(=O)NCCN2CCOCC2)C2(CCC(C)CC2)OC1=O (stereo not drawn)
-1.15,-0.2,COC(=O)/C=C/c1ccc2c(c1)S(=O)(=O)N(c1cccc(OC)c1)[C@H]2CC(=O)OC
-1.92,0.0,Nc1nccnc1C(=O)OCC(=O)c1ccc[nH]1
-1.26,-0.1,O=S(=O)(Nc1cccc(-c2cn3ccsc3n2)c1)c1ccc(F)cc1
-0.2,0.9,Cn1nc(C(C)(C)C)c(NC(=O)c2cccs2)c1C(C)(C)C
0.74,0.0,CCN1CCN(c2ccc(NC(=O)c3ccc4c(c3)[nH]c(=O)n4Cc3ccc(F)cc3)cc2)CC1
1.73,-3.2,CC1CCCCC1NS(=O)(=O)c1ccc(S(=O)(=O)N2CCCC2)cc1 (stereo not drawn)
0.58,0.3,COC(=O)c1cc(OC)c(OC)cc1NC(=O)Cc1cccs1
0.39,1.6,O=C(CSc1nc2ccccc2s1)NNC(=S)Nc1ccccc1
.,-0.6,O=C(COc1ccc(C(=O)c2ccc(F)cc2)cc1)Nc1cccc(S(=O)(=O)N2CCOCC2)c1
1.16,-1.3,COc1cc(C(=S)N2CCOCC2)ccc1OC(=O)c1ccccc1C
0.69,0.2,COc1cc(OC)cc(-c2cc(N3C(=O)Nc4ccccc4N3O)n[nH]2)c1
1.99,-2.3,CCC(C)C(NC(=O)/C(=C\c1ccccc1)NC(=O)c1ccc(OC)cc1)C(=O)O (stereo not drawn)
-1.23,4.7,CC(=O)N1CCCc2ccc(NS(=O)(=O)c3ccc(C)cc3)cc21
-0.04,-0.1,C=CCS/C(=N\n1cnc2ccccc2c1=O)N(CC)CC

(further entries)
Kir21 block,STK33 inh,SMILES
-1.16,-0.7,NS(=O)(=O)c1ccc(CCNC(=O)NC2(C(F)(F)F)Oc3ccccc3O2)cc1
-1.53,-0.9,COC(=O)CC1COc2ccccc2N1C(=O)c1ccc(Cl)cc1 (stereo not drawn)
-0.68,0.3,CCc1ccc(-c2csc(NC(=O)COC(=O)CCc3nc4ccccc4s3)n2)cc1
-0.43,-0.5,COc1ccc2c(CC(=O)NC(Cc3ccc(Cl)cc3)C(=O)O)cc(=O)oc2c1C (stereo not drawn)
0.02,14.7,Cc1ccc(NC(=O)CNC(=O)c2cccc(Cl)c2)nc1
1.48,-1.5,O=C(C1CC(=O)N(c2ccc(Br)cc2)C1)N1CCCC1 (stereo not drawn)
-0.3,-1.7,O=[N+]([O-])c1ccc(-c2ncc(-c3ccc(Br)cc3)o2)cc1
-0.13,-1.1,O=C(Nc1ncc(Cc2ccc(C(F)(F)F)cc2)s1)c1ccc(-c2cccc([N+](=O)[O-])c2)o1
3.8,0.5,O=C(O)C(c1ccccc1)N1C(=O)/C(=C\c2ccc(-c3ccccc3Cl)o2)SC1=S (stereo not drawn)
-0.78,-0.5,COc1ccc2[nH]c(=O)c(CN(Cc3ccco3)C(=O)c3ccccc3)cc2c1
1.12,-0.3,N/C(=N\OC(=O)/C=C/c1ccccc1Cl)c1cccnc1
0.04,-0.5,O=C1C2=C(Nc3ccccc3SC2c2ccco2)c2ccccc21 (stereo not drawn)
.,-0.4,Cc1cccc(N2CC(C(=O)Nc3cccc(S(=O)(=O)N4CCCCC4)c3)CC2=O)c1C (stereo not drawn)
1.68,-0.2,O=[N+]([O-])c1ccc(-c2c(O)c3ccccc3c3nc4ccccc4nc23)cc1
0.18,5.0,O=C(Nc1ccsc1C(=O)O)c1ccc(Cl)cc1
0.34,-1.4,COc1ccc(N2CCN(CC(=O)N3CCC(C)CC3)CC2)cc1
-1.18,0.2,COc1cc(/C=N/NC(=O)c2ccc(F)cc2)ccc1OC(=O)c1ccco1
0.72,-0.8,COc1ccc(C(C(=O)NCc2ccccc2)N(Cc2cccs2)C(=O)c2cnccn2)cc1 (stereo not drawn)
0.11,0.4,CCCCCCCC(=O)N/N=C/c1ccco1
-1.63,2.0,Clc1ccc(OCc2nn3c(-c4ccncc4)nnc3s2)cc1
.,4.6,Nc1nc(N)nc(-c2cc([N+](=O)[O-])ccc2O)n1
1.32,-0.3,CC(C)NC(=O)CSc1nc(N)c(NC(=O)c2ccccc2F)c(=O)[nH]1
-0.62,-2.1,NC(=O)C1CCN(C(=O)c2ccc(NC3=NC4CS(=O)(=O)CC4S3)cc2)CC1 (stereo not drawn)
-0.79,-2.6,O=C(CSc1nnc(CNc2ccc(Cl)cc2)n1Cc1ccccc1)NCc1ccco1
-0.07,0.6,O=C(CN1CCc2ccccc2C1)Nc1ccccc1N1CCCCCC1
1.17,20.9,COc1cc(/C=N/Nc2nncn2/N=C/c2ccc(O)c(OC)c2)ccc1O
-0.73,0.7,O=C(c1ccc(Cl)c(S(=O)(=O)N2CCOCC2)c1)N(c1ccccn1)C1CCCCC1
-0.13,-2.6,CC(C)(C)c1ccc(C(=O)Nc2ccc(CN3CCS(=O)(=O)CC3)cc2)cc1
1.95,6.4,Cc1noc(C)c1S(=O)(=O)Nc1ccc(O)c2c(=O)cc(-c3ccccc3Cl)oc12
-1.75,-0.8,COc1ccc(CCN(Cc2cc3ccc(C)cc3n3nnnc23)C(C)=O)cc1OC

A second format for some results above.
SMILES | Kir21 block | STK33 inh
CCc1ccc(-c2csc(NC(=O)COC(=O)CCc3nc4ccccc4s3)n2)cc1 | -0.68 | 0.3
COc1ccc2c(CC(=O)NC(Cc3ccc(Cl)cc3)C(=O)O)cc(=O)oc2c1C (stereo not drawn) | -0.43 | -0.5
Cc1ccc(NC(=O)CNC(=O)c2cccc(Cl)c2)nc1 | 0.02 | 14.7
O=C(C1CC(=O)N(c2ccc(Br)cc2)C1)N1CCCC1 (stereo not drawn) | 1.48 | -1.5
O=[N+]([O-])c1ccc(-c2ncc(-c3ccc(Br)cc3)o2)cc1 | -0.3 | -1.7

Four of the compounds above, field by field.
O=C(NC1=NCCS1)c1ccc(Cl)s1
  Kir21 block = -1.46	STK33 inh = -2.2

Cn1nc(C(C)(C)C)c(NC(=O)c2cccs2)c1C(C)(C)C
  Kir21 block = -0.2	STK33 inh = 0.9

CCOCCN(C(=O)c1ccccc1Cl)c1ccccc1
  Kir21 block = -0.35	STK33 inh = -0.3

CCN1CCN(c2ccc(NC(=O)c3ccc4c(c3)[nH]c(=O)n4Cc3ccc(F)cc3)cc2)CC1
  Kir21 block = 0.74	STK33 inh = 0.0

Remaining list, next part.
Kir21 block,STK33 inh,SMILES
0.23,0.8,C[C@H]1CN(C2CCCCC2)C(=O)[C@@H]1CC(=O)NCc1ccccc1
-0.07,-0.6,Cc1nc2c3ccccc3n(CC(=O)c3ccc(F)cc3)c(=O)n2n1
-0.28,-3.4,CN(C)C(CNc1ncnc2sccc12)c1cccs1 (stereo not drawn)
3.1,-0.7,CCOC(=O)N1CCN(C(=O)C2CCN(S(=O)(=O)N3CCCC3)CC2)CC1
-1.94,-0.5,COC(CC(=O)NNC(=S)Nc1ccccc1)OC
.,1.5,C[C@H](CO)N1C[C@H](C)[C@@H](CN(C)S(=O)(=O)c2ccc(F)cc2)Oc2c(NC(=O)Nc3ccc4c(c3)OCO4)cccc2C1=O
-1.41,-1.6,CCOc1ccc2c(O)csc2c1
0.28,0.0,Oc1csc(Cc2nc(-c3ccc4ccccc4c3)cs2)n1
-0.15,-0.5,CC1CCCN(C(=O)C(C)Sc2nc(-c3ccccc3)cc(C(F)(F)F)n2)C1 (stereo not drawn)
0.22,0.5,CC1(C)OC(=O)C(=CNCCc2ccc(O)cc2)C(=O)O1
0,1.8,Cc1cccc(NC(=O)NCC(c2ccc(F)cc2)N2CCN(C)CC2)c1 (stereo not drawn)
1.21,-0.6,CC(=O)c1cccc(NC(=O)Cc2coc3cc4c(cc23)CCC4)c1
0.84,-0.2,CC(=O)Nc1ccc(NC(=O)c2nc(S(=O)(=O)Cc3ccccc3)ncc2Cl)cc1
0.17,-1.0,O=C(N/N=C/c1c(-c2ccccc2)[nH]c2ccccc12)c1cccnc1
0.12,.,COc1cc2ccccc2cc1C(=O)NC(=S)Nc1cc(C(=O)O)ccc1C
1.48,-0.7,O=C(CCS(=O)(=O)c1ccccc1)OCC(=O)N1CCN(S(=O)(=O)c2ccc(Cl)cc2)CC1
-0.96,-2.9,CCS(=O)(=O)N1CCCC(C(=O)NCCCOC(C)C)C1 (stereo not drawn)
